Compound activity (PubChem)
DT40 TDP1 no CPT = qHTS for Inhibitors of human tyrosyl-DNA phosphodiesterase 1 (TDP1): qHTS in cells in absence of CPT; DT40 Tdp1-/- hTDP1 cells, no CPT, ATP luminescence, 48 h; Potency, µM (top dose mostly 46.2 µM), for the others: at the highest dose activity change, negative = growth inhibition, most hits filed as inhibitors; hit rate 15% among 420,000; AID 686978, 2013; also: nearly all actives have a fitted effect of over 55% in size
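Chicken DT40 Tdp1-/- cells stably complemented with human TDP1 were seeded at 400 cells/well with DMSO in place of 20 nM camptothecin. After compound pinning, cells grew at least 48 hr at 37 °C; viability read by CellTiter-Glo luminescence.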
N370S GC mod = inhibitors or activators of N370S glucocerebrosidase for Gaucher disease; P04062; N370S GC spleen homogenate, 4MU-glucoside fluorescence; Potency, µM (series often up to 59.4 µM), for inactives: at the top dose activity change, negative = inhibition, hits mostly inhibitors; hit rate 0.092% among 330,000; AID 2101;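 also: 0% = full enzyme activity and -100% = no enzyme basal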
TDP1 block = inhibitors of human tyrosyl-DNA phosphodiesterase TDP1; Potency, µM (series often up to 130 µM), for the others: at the highest dose activity change, negative = inhibition, usual class: inhibitors; AID 485290; recombinant TDP1, AlphaScreen DNA substrate cleavage; Q9NUW8; hit rate 0.28% among 350,000; also: nearly all actives have a fitted effect of over 40% in size
Target sequence (Q9NUW8 whole entry, looked up): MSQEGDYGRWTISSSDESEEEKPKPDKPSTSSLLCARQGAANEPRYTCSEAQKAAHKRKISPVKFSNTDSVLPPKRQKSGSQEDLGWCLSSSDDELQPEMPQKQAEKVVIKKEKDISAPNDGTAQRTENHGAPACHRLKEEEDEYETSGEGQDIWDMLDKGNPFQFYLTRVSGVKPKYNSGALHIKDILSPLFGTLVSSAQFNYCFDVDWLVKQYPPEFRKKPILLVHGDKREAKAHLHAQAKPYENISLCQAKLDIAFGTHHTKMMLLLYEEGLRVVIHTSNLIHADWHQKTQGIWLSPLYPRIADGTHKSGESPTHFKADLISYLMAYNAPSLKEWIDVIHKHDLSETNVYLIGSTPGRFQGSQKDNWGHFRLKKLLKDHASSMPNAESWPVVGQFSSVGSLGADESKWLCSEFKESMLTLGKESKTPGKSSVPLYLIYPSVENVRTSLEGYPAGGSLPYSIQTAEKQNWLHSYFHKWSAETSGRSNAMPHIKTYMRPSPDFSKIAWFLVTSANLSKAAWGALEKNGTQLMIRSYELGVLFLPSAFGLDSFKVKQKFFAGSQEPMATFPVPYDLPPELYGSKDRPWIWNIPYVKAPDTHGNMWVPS
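Recombinant human Tdp1 (E. coli-expressed, 1 nM final) preincubated with compounds 15 min at room temperature, then 5'-biotin/3'-phosphotyrosine-FITC DNA substrate (15 nM final) added for 5 min. AlphaScreen beads (10 ug/ml final) added 10 min; cleavage lowers signal.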
An asterisk follows results filed as active; ? = inconclusive; . = not tested or not shown; & = joins results of further samples; [ ] = another dose, or the depositor's remark. Calls follow the shape of the dose curve; as a rule, active = well fitted curve in the direction sought with a large enough effect; inconclusive = small, poorly fitted or top-dose-only effect, or another doubt; inactive = no such curve, though single readings can be large; an effect the other way counts as inactive or inconclusive. Unless noted, % is scaled to controls: 0 for no effect and ±100 for the full control effect; potency is read from the fitted curve at half-maximal effect. This is a subset; count on the stated rates, not on these rows.

SMILES	DT40 TDP1 no CPT	N370S GC mod	TDP1 block
Cc1ccc(Nc2cc(C)nc3ccc(C)cc23)cc1	?	?	.
CCCN(CC(=O)Nc1ccccc1C)C(=O)c1ccc(C)c(S(=O)(=O)N2CCCCC2)c1	-29%	-1%	-2%
COc1cccc(NC(=O)Cn2c(=O)n(Cc3nc(-c4ccccc4)no3)c(=O)c3ccccc32)c1	?	.	6%
Cc1ccc(N2C(=O)c3ccc(C(=O)N4CCN(c5ccccc5F)CC4)cc3C2=O)cc1	11%	3%	3%
COCCNC(=O)c1ccc(NS(C)(=O)=O)cc1	0%	-3%	0%
CC(CN1CCCCC1)OC(=O)c1ccc(Cl)cc1 (stereo not drawn)	-10%	4%	3%
CC(C)=CCC/C(C)=C/CO/N=C1/C[C@@H](O)[C@@H](O)[C@@H]2[C@H]3C(=O)N(c4ccc(F)cc4F)C(=O)[C@@H]3CC[C@H]12	.	-1%[12.8 µM]	5%[21 µM]
CCc1nc(C)cn1S(=O)(=O)c1ccc([N+](=O)[O-])cc1	-12%	2%	6%
CCc1ccc(C2C3=C(CC(C)(C)CC3=O)OC3=C2C(=O)CC(C)(C)C3)cc1	23µM*	1%	3%
CSc1nc(-c2ccc(Cl)cc2)nn1S(=O)(=O)c1ccccc1	-24%	0%	4%
CCn1c(=S)[nH]c2ccccc21	-1%	5%	3%
C=C(Br)Cn1c(CC)nc2ccccc21	?	4%	1%
CC1NC(=O)C(N)CNC(=O)C(C2CCN=C(N)N2)NC(=O)/C(=C/NC(N)=O)NC(=O)C(CNC(=O)CC(N)CCCN)NC1=O (stereo not drawn)	.	-4%	8%
CSCC[C@H](NC(=O)C1CCN(S(=O)(=O)c2ccccc2)CC1)C(=O)NC1CC1	25%	-2%	1%
CSc1cccc(NC(=O)c2ccco2)c1	-10%	6%	2%
O=C(CCC1CCCCC1)N1CCN(Cc2ccc3c(c2)OCO3)CC1	-27%	3%	3%
O=C(CSc1ncc(-c2ccc(Cl)cc2)[nH]1)Nc1ccccc1F	?	.	-2%[12.3 µM]
COc1cccc(/C=C/C(=O)Nc2cc(S(=O)(=O)N3CCOCC3)ccc2OC)c1	-7%	-23%	0%
CCOC(=O)c1c(C)n(C)c2ccc(OC(=O)c3ccco3)cc12	-16%	-4%	2%
CCCn1c(N2CCN(C(=O)NCc3ccccc3)CC2)nc2ccccc21	?	-12%	.
CC(C)(C)n1nnnc1C(c1cc2cc3c(cc2[nH]c1=O)OCO3)N1CCN(c2ccccc2)CC1 (stereo not drawn)	-18%	?	2%
CC(=O)NC(CSC(CC(=O)c1ccco1)c1ccc(C)cc1)C(=O)O (stereo not drawn)	16µM*	1%	0%
OCCC1CN(Cc2cccc(C(F)(F)F)c2)CCN1Cc1ccccc1 (stereo not drawn)	?	-10%	.
CCOc1ccccc1N1CCN(C(=O)NCc2ccc(F)cc2)CC1	-10%	-2%	1%
CC(C)N1CC(C(=O)Nc2ccc(F)c(Cl)c2)CC1=O (stereo not drawn)	11%	-2%	.
OCCNc1nc(Nc2ccc(O)cc2)nc2ccccc12	?	-1%	.
O=C(CCCC(=O)N(CC(=O)NC1CCCC1)C1CCCC1)Nc1ccccn1	-8%	26%	-6%
C/C(=C\CNc1ncnc2nc[nH]c12)CO	-12%&1%	0%	7%
CCOC(=O)N1CCN(S(=O)(=O)c2ccc(C(=O)N(CCN(C)C)c3nc4ccc(Cl)cc4s3)cc2)CC1	-2%	-6%	9%
Cc1ccc[n+](/C(C(=S)NCc2ccco2)=C(/[O-])c2ccccc2Cl)c1	-18%	3%	6%
Cc1c2cnn(CC(=O)NC3CCCC3)c(=O)c2c(C)n1Cc1ccccc1	?	-2%	4%
Cc1ccc(C)c(NC(=O)C(=O)NCCc2c[nH]c3ccccc23)c1	?	10%	3%
COc1cc(-c2cc(OC)c3c(C)oc(C)c3c(=O)c2)ccc1O	?	9%	5%
O=Cc1c(N2CCOCC2)nc2ccccn2c1=O	-2%	-8%	3%
N#C/C(=N\Nc1cccc2ccccc12)c1nnc2n1CCCCC2	33µM*	27%	-1%
CCc1ccc(NC(=O)NCCN2CCc3ccccc3C2)cc1	?	-5%	0%
COc1ccc(C(=O)CN2C(=O)COc3ccccc32)cc1	-22%	24%	-1%
CCc1cccc(NC(=S)N(CCOC)C(C)c2ccco2)c1 (stereo not drawn)	?	3%	8%
Cc1ccc2c(c1)nc(SCC(O)c1ccc(Br)cc1)n2C (stereo not drawn)	?	.	0%
O=C(N/N=C/c1cccnc1)c1cccc(F)c1	2%	0%	.
COc1ccc(CCN(C)C(=O)C23CC4CC(CC(Cl)(C4)C2)C3)cc1OC	?	-3%	2%
CCOCCOC(=O)C(C)Oc1ccc(Oc2ncc(Cl)cc2Cl)cc1 (stereo not drawn)	-9%	0%	-8%
CCOC(=O)c1c(C)oc2nc(C)nc(NCCc3ccc(OCC)cc3)c12	5.2µM*	.	2%
CCc1ccccc1-n1nnnc1SCC(=O)Nc1ccc(N2CCN(C)CC2)cc1	?	0%	6%
Cc1ccc(F)c(NC(=O)CCOc2ccccc2C)c1	-7%	13%	2%
Fc1ccc(CNC(=S)Nc2ccc(OC(F)F)cc2)cc1	?	17%	-3%
CC(=O)Nc1ccc(NC(=S)NC(=O)c2oc3ccccc3c2C)cc1	?	3%	5%
CCCC(=O)Nc1sc2c(c1C#N)CCCCC2	?	22%	3%
O=C(CSc1nnc(-c2ccc3c(c2)OCCO3)o1)N1CCCC1	-8%	-8%	6%
COc1cc2ncnc(N[C@H](C)c3ccccc3)c2cc1OC	23µM*	-22%	.
COC(=O)N/N=C/c1cc(Cl)cc(Cl)c1OCc1ccc(F)cc1	?	24%	5%
COc1ccc(C(=O)NCCc2nc3cc([N+](=O)[O-])ccc3n2C)cc1	?	5%	.
CCCNC(=O)COC(=O)c1cccnc1Nc1ccccc1F	16µM*	1%	8%
COc1cc2c3c(c1)c(N=NC(N)=S)c(O)n3C(C)(C)C=C2C	5.2µM*	-12%	8%
COc1ccc(C2CC(=O)N(CC(=O)NCC3CCCO3)c3ccccc3S2)cc1 (stereo not drawn)	-10%	7%	3%
O=C(NC12CC3CC(CC(C3)C1)C2)C1CCCN1C(=O)Nc1ccccc1 (stereo not drawn)	-3%	-10%	.
Cc1cnc(NC(=O)CSc2nnc(Cc3ccccc3)o2)s1	?	-14%	-9%
Cn1c(=O)c2c(nc(CN3CCN(C(=O)c4ccco4)CC3)n2CC(N)=O)n(C)c1=O	21%	2%	6%
N#Cc1c(-c2ccccc2)cc(-c2ccccc2)nc1SCc1nnc(-c2ccccc2)o1	-29%	17%	2%
O=C(CC(C(=O)O)c1c(F)cccc1Cl)c1ccc(Cl)cc1 (stereo not drawn)	23%	-3%	.

Fetched one by one from the list above (4):
SMILES	DT40 TDP1 no CPT	N370S GC mod	TDP1 block
Cc1ccc(F)c(NC(=O)CCOc2ccccc2C)c1	-7%	13%	2%
O=C(CC(C(=O)O)c1c(F)cccc1Cl)c1ccc(Cl)cc1 (stereo not drawn)	23%	-3%	.
COc1cc2ncnc(N[C@H](C)c3ccccc3)c2cc1OC	23µM*	-22%	.
CCCNC(=O)COC(=O)c1cccnc1Nc1ccccc1F	16µM*	1%	8%

Next part
SMILES	DT40 TDP1 no CPT	N370S GC mod	TDP1 block
COC(=O)CSc1nnc2c(C)cc3cc4c(cc3n12)OCCO4	.	5%	5%
CC(C)C[C@H](NC(=O)Nc1ccc2c(c1)OCCO2)C(=O)O	-3%	-19%	.
CCc1nnc(SCc2nc(-c3ccccc3F)oc2C)c2cc3sccc3n12	?	.	3%
CNc1ccc(/C=C/C(=O)c2ccc3c(c2)OCCO3)cc1[N+](=O)[O-]	?	-1%	7%
Cc1ccccc1CCN(C(=O)c1csnn1)C(C(=O)NC1CCCC1)c1ccco1 (stereo not drawn)	?	-3%	.
O=C(CCCc1c[nH]c2ccccc12)NCc1ccc2c(c1)OCO2	?	-7%	-2%
COc1cccc(N2CCN(C(=O)c3ccc(CS(=O)Cc4ccc(Cl)cc4)o3)CC2)c1 (stereo not drawn)	18µM*	0%	5%
Cc1ccc(NC(=O)NCC(c2cccnc2)N2CCOCC2)cc1 (stereo not drawn)	7%	-3%	1%
COc1ccc(N(C(=O)Cn2nnc(-c3ccc(Cl)cc3)n2)C(C(=O)NCC2CCCO2)c2ccc(C)cc2)cc1 (stereo not drawn)	-73%	-13%	-3%
Cc1ccc(-c2csc3ncn(CC#N)c(=O)c23)cc1	3%	11%	2%
O=C(NCC1CCCO1)c1nn2c(C(F)(F)F)cc(-c3cc(Br)cs3)nc2c1Br (stereo not drawn)	?	27%	.
COc1c(O)cc2c(c1O)C(=O)CC(c1ccccc1)O2 (stereo not drawn)	.	-5%	1%
O=C(c1ccc(F)cc1)C1CCN(Cc2ccc(F)cc2)CC1	?	3%	.
CCOC(=O)c1ccc(N2C(=O)CC(N(C)CCc3ccc(OC)c(OC)c3)C2=O)cc1 (stereo not drawn)	?	-9%	8%
Cc1ccc(SC(C)C(=O)NCCC2=CCCCC2)cc1 (stereo not drawn)	2%	8%	-5%
COc1ccc(NS(=O)(=O)c2cc(NC(=O)CC(=O)c3ccc([N+](=O)[O-])cc3)ccc2C)cc1	?	-14%	8%
COc1ccc(-c2nnc3n2N=C(c2ccccc2OC)CS3)cc1OC	.	1%	11%
CSCc1ccc(C(=O)N2CCCC(Nc3ccc4c(c3)OCCO4)C2)o1 (stereo not drawn)	1%	1%	8%
COc1ccc(CNC(=O)CCc2c(C)nn(-c3ccc(N4CCCCC4)nn3)c2C)c(OC)c1	?	.	7%
O=C(N/N=C/c1ccccn1)c1cc([N+](=O)[O-])cc([N+](=O)[O-])c1	21µM*	4%	11%

The list goes on, starting with the last three of the part before.
SMILES	DT40 TDP1 no CPT	N370S GC mod	TDP1 block
CSCc1ccc(C(=O)N2CCCC(Nc3ccc4c(c3)OCCO4)C2)o1 (stereo not drawn)	1%	1%	8%
COc1ccc(CNC(=O)CCc2c(C)nn(-c3ccc(N4CCCCC4)nn3)c2C)c(OC)c1	?	.	7%
O=C(N/N=C/c1ccccn1)c1cc([N+](=O)[O-])cc([N+](=O)[O-])c1	21µM*	4%	11%
CCN(CC(=O)Nc1c(F)cccc1F)C(=O)c1cccc(S(=O)(=O)N2CCCCCC2)c1	?	.	0%
COc1cc(NC(=O)COC(=O)CSc2ccc3ccccc3c2)c(C)cc1[N+](=O)[O-]	-21%	-6%	8%
COc1ccc(CNC(=O)CCCN2C(=O)NC3(CCCC3)C2=O)cc1	3%	.	2%
N#Cc1ccc(C23CC4CC(CC(C4)C2)C3)[nH]c1=O	-7%	-6%	0%
CC(=O)c1cccc(NC(=O)C2CCCN(S(C)(=O)=O)C2)c1 (stereo not drawn)	-6%	1%	-1%
CCOc1ccc(NC(=O)c2cc(S(=O)(=O)N3CCc4ccccc43)ccc2F)cc1	9.2µM*	.	3%
Cc1c(/C=N\NC(=O)c2csc3ccccc23)cnn1C	?	-3%	3%
O=C(CNC(=O)c1cccc(Br)c1)N/N=C/c1cc(Br)cc(Br)c1O	?	-7%	8%
Cc1ccc(NC(=O)COC(=O)/C=C/c2ccccc2)cc1S(=O)(=O)N1CCOCC1	9%	-2%	2%
CCc1c(C)sc(NC(=O)OC)c1C(=O)N1CCOCC1	-13%	-1%	-1%
O=C(CCN1c2ccccc2Sc2ccccc21)Nc1ccccc1	?	7%	5%
O=C(NC1CCSC1=O)c1ccc(Oc2cccc(C(F)(F)F)c2)nc1 (stereo not drawn)	?	1%	-3%
Cc1nn2c(C)c(C(=O)NCC(C)c3ccccc3)cnc2c1-c1ccccc1 (stereo not drawn)	?	.	5%
O=C(N/N=C/c1ccco1)c1cccc([N+](=O)[O-])c1	8%	-2%	-14%
NC(=O)CC(NC(=O)c1ccccc1)c1ccc(NCCN2CCCCC2)c([N+](=O)[O-])c1 (stereo not drawn)	-22%	-6%	.
O=C(NNS(=O)(=O)c1ccc(F)cc1)c1ccc2c(c1)OCO2	-1%	2%	2%

Profiles as entered above.
CC(=O)c1cccc(NC(=O)C2CCCN(S(C)(=O)=O)C2)c1 (stereo not drawn) is listed with DT40 TDP1 no CPT: -6%; N370S GC mod: 1%; TDP1 block: -1%
N#Cc1ccc(C23CC4CC(CC(C4)C2)C3)[nH]c1=O is listed with DT40 TDP1 no CPT: -7%; N370S GC mod: -6%; TDP1 block: 0%
O=C(N/N=C/c1ccco1)c1cccc([N+](=O)[O-])c1 is listed with DT40 TDP1 no CPT: 8%; N370S GC mod: -2%; TDP1 block: -14%
